# Compound activity: PubChem BioAssay, several laboratories
# MC4R barr agon: MC4R agonists recruiting beta-arrestin, primary screen, cell-based, luminescence, agonist arm of biased-ligand search; Melanocortin receptor 4 (Homo sapiens), P32245; U2OS MC4R beta-arrestin complementation; percent of melanotan II response, DMSO zero; activation, % at 8.9 µM; 360,000 compounds, 0.98% hits; AID 540308, 2011;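 active = activation above a per-plate cutoff, the mean activation of sample wells on that plate plus 3 SD, cut at about 8% in these data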
# Target sequence (P32245 whole entry, looked up): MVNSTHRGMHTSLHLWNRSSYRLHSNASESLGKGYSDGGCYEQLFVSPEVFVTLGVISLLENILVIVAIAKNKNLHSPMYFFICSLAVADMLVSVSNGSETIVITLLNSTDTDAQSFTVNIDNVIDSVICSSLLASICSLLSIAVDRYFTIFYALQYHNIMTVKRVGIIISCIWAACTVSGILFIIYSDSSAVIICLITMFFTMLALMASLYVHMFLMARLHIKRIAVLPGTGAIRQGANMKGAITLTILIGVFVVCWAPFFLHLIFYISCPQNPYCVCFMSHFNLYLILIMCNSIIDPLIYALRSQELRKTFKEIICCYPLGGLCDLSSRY
# N-glyco inh: increase of ERlucT glycosylation luciferase signal, primary screen, N-linked glycosylation inhibitor project, D54 ERlucT cells, luminescence, set 2. D54 ERlucT glycosylation luciferase reporter, 24 h; percent of 100 nM tunicamycin response. reporter increase, % at 12.5 µM. 360,000 compounds, 0.23% hits. AID 588692, 2011;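 active = mean luciferase reporter signal, scaled so untreated is 0 and the glycosylation-blocking control 100, at or above a set limit in every replicate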;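 also: luciferase carries N-glycosylation sites so blocking glycosylation raises the light; 0% = median of neutral control wells and 100% = median of 100 nM tunicamycin wells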
# HTR2A ag: mouse Htr2a agonists via beta-arrestin recruitment, primary screen, cell-based, luminescence | 360,000 compounds, 0.66% hits | activation, % at 7.6 µM | AID 624169, 2012 | 5-hydroxytryptamine receptor 2A (Mus musculus), P35363 | CHO-K1 mHTR2A beta-arrestin complementation; percent of 30 µM serotonin response;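 active = activation above a run cutoff, the mean activation of all tested compounds plus 3 SD, cut at about 14% in these data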;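 also: 0% = plate median of compound wells and 100% = 30 µM serotonin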
# Target sequence (P35363 whole entry, looked up): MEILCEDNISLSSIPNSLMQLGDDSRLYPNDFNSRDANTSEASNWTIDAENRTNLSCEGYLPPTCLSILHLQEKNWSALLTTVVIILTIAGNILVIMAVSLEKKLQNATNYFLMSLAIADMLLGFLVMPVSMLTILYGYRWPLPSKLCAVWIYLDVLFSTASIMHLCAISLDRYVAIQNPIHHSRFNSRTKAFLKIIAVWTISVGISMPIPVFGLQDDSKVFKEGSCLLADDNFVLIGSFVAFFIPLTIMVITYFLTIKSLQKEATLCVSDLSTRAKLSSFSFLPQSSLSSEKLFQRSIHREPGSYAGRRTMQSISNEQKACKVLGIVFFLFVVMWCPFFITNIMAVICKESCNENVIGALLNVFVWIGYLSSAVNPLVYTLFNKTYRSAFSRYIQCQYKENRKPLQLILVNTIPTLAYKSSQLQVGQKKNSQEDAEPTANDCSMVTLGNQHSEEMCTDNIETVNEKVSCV
# MC4R antagonist: MC4R antagonists of cAMP signaling, primary screen, cell-based, TR-FRET, antagonist arm of biased-ligand search | Melanocortin receptor 4 (Homo sapiens), P32245 | MC4R-expressing cells, MTII-stimulated cAMP, LANCE TR-FRET | inhibition, % at 6.5 µM | 360,000 compounds, 0.48% hits | AID 540295, 2011;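 active = inhibition above its plate's cutoff, the mean of tested wells on that plate plus 3 SD, cut at about 29% in these data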;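 also: 0% = Melanotan II alone and 100% = Melanotan II plus saturating MCL0020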
#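 material = U2OS cells stably expressing human melanocortin 4 receptor (MC4R) | also added = Melanotan II challenge | dosing = single nominal compound dose of 6.5 µM | detection = TR-FRET with Eu-cAMP and labeled anti-cAMP, 671 nm | replication = singlicate | timing = compound 30 min, challenge 1 h, detection 1 h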
# ABCB6 inh 2: ABCB6 transporter inhibitors, primary screen, K562-ABCB6 cells, flow cytometry, MLPCN library; K562-ABCB6 porphyrin accumulation, 1 h; stronger effect = lower value; fluorescence ratio to DMSO, % at 10 µM; 360,000 compounds, 0.19% hits;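 active = fluorescence ratio to DMSO below 75%, the collection mean minus 3 SD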;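 also: signal is porphyrin accumulated inside mitochondria; 100% equals median channel fluorescence of DMSO control wells; lower ratio means ABCB6 inhibition with less porphyrin fluorescence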
# Exocytosis inh: LAMP-1 surface exposure blockers, TALL-104 cells – cell-based, flow cytometry, MLPCN library, primary screen. TALL-104 LAMP-1 surface exposure; cells stimulated with thapsigargin and PMA. inhibition, % at 10 µM. 360,000 compounds, 0.66% hits. AID 651702, 2012;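 active = inhibition above about 55%, limit read from the data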
# ABHD5-PLIN5 inh: ABHD5-PLIN5 interaction inhibitors, primary screen, cell lysate, split luciferase complementation, luminescence | 360,000 compounds, 0.78% hits | inhibition, % at 4 µM | Perilipin-5 (Homo sapiens) + 1-acylglycerol-3-phosphate O-acyltransferase ABHD5 (Homo … | Split G. princeps luciferase complementation, 4 h | AID 602281, 2012;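 active = inhibition above the mean inhibition across every tested compound plus 3 SD, cut at about 22% in these data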;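 also: 0% = DMSO only wells and the 100% control is not disclosed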
# CaV13 ICDI inh: Primary screen for inhibitors of IQ motif and Ca2+-dependent inactivation inhibitor domain binding in CACNA1D, Förster resonance energy transfer in living cells, …; AID 743397; 340,000 compounds, 0.098% hits; inhibition, % at 12.3 µM; HEK cells, CFP/YFP FRET ICDI-IQ, plate reader, 10 min; percent FRET-ratio fall versus neutral wells;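 active = mean replicate inhibition of at least 30% and at least 1% of replicates passing that level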;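 also: 0% = median of the neutral control wells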
# Cardio protect: cardioprotection against H2O2-induced cell death, primary screen, uHTS, H9c2 cells, ATPLite luminescence; 360,000 compounds, 0.63% hits; H9c2 cardiomyocytes, H2O2 injury protection, 2 h; protection from H2O2 cell death, % at 20 µM; AID 588492, 2011;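 active = compounds giving at least 50% protection of heart cells from peroxide-induced death in the single-dose screen, raw or plate-pattern-corrected value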;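 also: 0% = DMSO wells with peroxide and 100% = DMSO wells without peroxide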
# PDI turbidity: inhibitors of human PDI, primary screen, biochemical, turbidity, single point, plate reader; Protein disulfide-isomerase (Homo sapiens), P07237; inhibition, % at 10 µM; PDI insulin aggregation turbidity, A650, 90 min; AID 588391, 2011; 350,000 compounds, 0.052% hits;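 active = mean inhibition across replicates of 30% or more, whatever share of single replicates reach that level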;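 also: absorbance from insulin aggregation driven by PDI reduction with DTT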
# An asterisk follows results filed as active; x = no result given.
# Each structure is followed by: MC4R barr agon, N-glyco inh, HTR2A ag, MC4R antagonist, ABCB6 inh 2, Exocytosis inh, ABHD5-PLIN5 inh, CaV13 ICDI inh, Cardio protect, PDI turbidity
- O=C(CSc1nc2ccc([N+](=O)[O-])cc2s1)NC1CCS(=O)(=O)C1 (centres undefined)
 : -1.2, -1, -3, 3, 91, -2, 2, 0, -1, 1
- Cc1ccccc1OCC(=O)OCC(=O)Nc1ccc(Cl)cn1
 : -0.8, 0, -5, 15, 98, 19, 10, -3, -15, 1
- O=C(NCc1ccccc1Cl)c1ccc(NC2=NC3CS(=O)(=O)CC3S2)cc1 (centres undefined)
 : 0.6, -1, 5, 1, 98, -6, -6, 7, -7, x
- CC(C)N(C(=O)Cn1cc(S(=O)(=O)CC(=O)NCc2ccccc2)c2ccccc21)C(C)C
 : -2.6, x, -8, -3, 98, -5, -8, x, 4, 0
- COc1ccc(/C=N/NC(=O)CN(c2ccc(OC)cc2)S(=O)(=O)c2ccccc2)cc1
 : -2.9, -5, -4, -2, 98, 2, -1, 14, -1, 0
- Cc1cc(C(=O)CSc2nnc3c(Cl)cc(Cl)cn23)c(C)n1C
 : -1.3, 0, 1, 6, 99, -8, -1, -5, -2, -4
- O=C(O)CCn1c(=O)sc2ccccc21
 : -0.2, 1, 6, -5, 103, 0, -6, -4, 5, -2
- COc1cc(NC(=O)c2ccc(Cl)cc2)c(OC)cc1Cl
 : 0.4, -1, 1, 11, 99, -5, -2, -6, -1, 0
- C[C@H](NC(N)=O)C(=O)OCC(=O)Nc1ccc(OC(F)F)cc1
 : -6.1, 2, 4, 9, 99, -8, 4, 1, 0, -1
- Cc1cccc(C)c1OCC(=O)Nc1oc(-c2ccccc2)c(-c2ccccc2)c1C#N
 : 0.4, -2, -1, 0, 101, -2, -5, -7, -34, 16
- Cc1ccc(NCc2ccc(Cl)nc2)c(NCc2ccc(Cl)nc2)c1
 : -2.7, 1, -4, 19, 99, -3, 4, -2, -1, 8
- Cc1ccc2nc(N3CCN(c4cccc(C)c4C)CC3)c3nnnn3c2c1
 : -0.8, 1, 2, 2, 105, -3, 2, -6, 2, 4
- CC(=O)Nc1ccc(CN2CCC2(C)C(=O)NC2CCN(Cc3ccccc3)CC2)cc1 (centres undefined)
 : -1.3, 2, 5, 4, 103, 8, -6, -11, 5, 1
- O=C(NNC(=S)NCc1ccccc1)c1ccccc1OC(F)F
 : -0.8, 0, -1, 2, 99, -3, -7, -3, 2, 1
- CCOc1ccc(-n2nnc3c(=O)n(C/C=C/c4ccccc4)cnc32)cc1
 : 0.2, 0, -4, -8, 95, -1, -6, -4, -7, x
- Cn1ncc(Cl)c1C(=O)NCc1ccc2c(c1)OCO2
 : -2.3, -4, 8, 3, 100, 3, 0, -6, -8, -15
- CCN1CCCC1CNC(=O)c1c(O)c2c([nH]c1=O)CCCC2 (centres undefined)
 : 0.1, -2, 4, 8, 95, 2, 8, -8, -6, 13
- COc1ccc(N(CC(=O)NCCSCc2ccco2)S(=O)(=O)c2ccc(C)cc2)cc1
 : 1.3, -3, -7, 24, 99, 0, 2, 2, 1, -1
- Cn1nnnc1Sc1ccc(C(=O)O)cc1[N+](=O)[O-]
 : 0.9, 2, 1, 14, 99, -4, 9, -5, -1, -3
- Cc1nc2ccc(C(=O)O)cc2[nH]1
 : -0.1, -2, -2, 2, 105, -1, 5, -5, 3, 2
- CCOc1ccc(-n2c(SCC(=O)Nc3ccc(CC)cc3)nc3n[nH]c(C)c3c2=N)cc1
 : 1.2, 4, -1, 6, 227, -4, 0, -14, -5, 0
- CN(c1ccccc1)S(=O)(=O)c1cccc(C(=O)OCC(=O)Nc2ccc3[nH]c(=O)[nH]c3c2)c1
 : -0.4, 3, 6, -6, 96, 4, -6, -7, 9, -1
- COc1ccccc1NC(=O)COC(=O)C1CC1
 : -2.6, 1, -1, 3, 97, -6, -1, -5, -2, -3
- Cc1cccc(/N=C/C2=C(O)CC(C)(C)CC2=O)n1
 : -2.0, 0, -2, 14, 97, -4, 5, -4, 0, 2
- CCN(CC)c1ccc(NC(=O)CCc2nnc3ccc(N4CCCCC4)nn23)c(C)c1
 : -0.6, -2, -4, -4, 102, 4, -7, -12, 4, x
- CC(C)CNC(=O)C1(C)CCCCCN1Cc1ccccc1-c1ccccc1 (centres undefined)
 : -2.1, -7, -3, 20, 107, -6, -5, -5, -12, -6
- CNC(=O)NC(=O)CSc1nnc(C(F)(F)F)n1C
 : -2.4, -1, -2, -7, 87, -2, -2, -5, 3, -3
- Cc1ccc(C)c(-c2nnc(NC(=O)COc3ccccc3)o2)c1
 : -4.7, 0, -2, 3, 101, 3, 5, -2, 26, -5
- CCOc1ccccc1N1CCN(C(=O)c2ccccc2)CC1
 : 0.1, 2, -4, 5, 100, -1, -4, -3, -2, -9
- Cc1ccccc1N(C(=O)c1snc(C(N)=O)c1N)C(C(=O)NCC1CCCO1)c1ccc(F)cc1 (centres undefined)
 : 1.4, -4, -5, 7, 98, 15, -3, -3, 4, 18
- COc1ccc(C(=O)NC(CC(=O)O)c2cc([N+](=O)[O-])ccc2Cl)c(SC)c1 (centres undefined)
 : 1.1, 2, 4, -4, 97, -1, 1, -5, 1, 9
- O=c1c2cc(F)ccc2sn1-c1ccc(F)cc1
 : -1.6, 0, 8, 4, 100, -5, 33*, x, -5, -3
- COc1ccc(C(=O)NNC(=O)C(Cc2ccc(O)cc2)NC(=O)c2ccccc2NC(=O)c2ccc(OC)cc2)cc1 (centres undefined)
 : 1.7, 3, 5, 8, 99, 12, -7, -4, 19, -7
- CCOc1ccc(-c2noc(-c3cccnc3)n2)cc1OC
 : 0.7, 1, 2, -4, 82, -2, 7, x, 4, -7
- CC(NC(=O)c1sc2ccccc2c1Cl)C1CCCO1 (centres undefined)
 : -0.9, -2, -3, 10, 103, 0, 2, -4, -16, 3
- N=C1C(c2nc3ccccc3s2)=C(O)CN1NC(=O)c1ccccc1[N+](=O)[O-]
 : -3.3, -2, 4, -4, 97, -1, 1, -5, 11, -6
- CCOc1ccccc1N(CC(=O)Nc1ccc(S(=O)(=O)N2CCOCC2)cc1)S(=O)(=O)c1ccccc1
 : -0.4, -3, -6, 4, 93, -1, -1, x, 4, 2
- NS(=O)(=O)c1cccc(NC(=O)COC(=O)Cn2cnc3ccccc32)c1
 : -1.8, 1, 0, 8, 94, -4, 2, -6, 6, 1
- COc1ccc(/C=C2\C(=O)ON=C2c2ccccc2)cc1OC
 : -0.8, 5, -1, 31*, 102, -37, 5, 11, -1, 5
- Cc1sc(C(=O)NCc2cccnc2)c2nc(C)n(CC(=O)NCc3cccnc3)c(=O)c12
 : -0.7, 1, 0, -2, 101, -4, 3, -9, 0, -1

# Structures above that bear a hit mark in ABHD5-PLIN5 inh:
compound | MC4R barr agon | N-glyco inh | HTR2A ag | MC4R antagonist | ABCB6 inh 2 | Exocytosis inh | ABHD5-PLIN5 inh | CaV13 ICDI inh | PDI turbidity
O=c1c2cc(F)ccc2sn1-c1ccc(F)cc1 | -1.6 | 0 | 8 | 4 | 100 | -5 | 33* | x | -3

# Looked up by compound from the list above (five):
# Each structure is followed by: MC4R barr agon, N-glyco inh, HTR2A ag, MC4R antagonist, ABCB6 inh 2, Exocytosis inh, ABHD5-PLIN5 inh, CaV13 ICDI inh, Cardio protect, PDI turbidity
- COc1ccccc1NC(=O)COC(=O)C1CC1
 : -2.6, 1, -1, 3, 97, -6, -1, -5, -2, -3
- CCOc1ccc(-n2c(SCC(=O)Nc3ccc(CC)cc3)nc3n[nH]c(C)c3c2=N)cc1
 : 1.2, 4, -1, 6, 227, -4, 0, -14, -5, 0
- CCN(CC)c1ccc(NC(=O)CCc2nnc3ccc(N4CCCCC4)nn23)c(C)c1
 : -0.6, -2, -4, -4, 102, 4, -7, -12, 4, x
- COc1ccc(C(=O)NNC(=O)C(Cc2ccc(O)cc2)NC(=O)c2ccccc2NC(=O)c2ccc(OC)cc2)cc1 (centres undefined)
 : 1.7, 3, 5, 8, 99, 12, -7, -4, 19, -7
- CCOc1ccc(-c2noc(-c3cccnc3)n2)cc1OC
 : 0.7, 1, 2, -4, 82, -2, 7, x, 4, -7

# Further structures
structure	MC4R barr agon	N-glyco inh	HTR2A ag	MC4R antagonist	ABCB6 inh 2	Exocytosis inh	ABHD5-PLIN5 inh	CaV13 ICDI inh	Cardio protect	PDI turbidity
COc1ccc(-c2nnc(SCCC(=O)O)n2-c2ccccc2)cc1	-2.2	0	0	14	102	1	0	-4	6	2
COc1ccc(Cl)cc1C(=O)NNC(=O)CSc1nnnn1C	-3.0	4	0	8	96	0	-6	0	-2	7
COC(=O)C1=C(N)OC2=C(C(=O)CCC2)C1c1cccnc1 (centres undefined)	-0.7	0	10	-5	96	-8	12	-16	1	-2
CCOc1ccc(NC(=O)C2CCC(N3C(=O)C4CC=CCC4C3=O)CC2)cc1 (centres undefined)	0.8	0	-4	-2	101	-6	-8	x	-3	0
COC(=O)C1(C)NC(c2ccccc2C)C2C(=O)N(c3ccccc3)C(=O)C21 (centres undefined)	-0.1	0	-1	0	103	-2	-6	-5	6	-3
CC1=CC(=C(C#N)C#N)C=C(C)N1CCN1CCNCC1	-1.8	5	-7	13	94	-5	3	x	0	-2
CCCc1cc(=O)n2[nH]c(-c3cc(OC)c(OC)c(OC)c3)nc2n1	-2.2	1	1	3	95	1	-5	1	-3	2
Cn1cnnc1SCc1ccc(C(=O)n2ncc(C#N)c2N)cc1	-2.9	1	-2	-5	100	7	1	-3	-4	-7
CS(=O)(=O)N1Cc2cc(C(=O)NCC3CCCCC3)nc(-c3cccc(-c4cccnc4)c3)c2[C@H]1CCO	x	x	4	x	99	-5	5	-10	x	x
Cn1ccnc1C(=O)c1ccc(NN)c([N+](=O)[O-])c1	-0.1	-1	7	6	93	-1	4	-7	4	4
CC1CC1C(=O)Nc1nc2ccc(S(C)(=O)=O)cc2s1 (centres undefined)	1.2	-1	10	-1	97	-10	9	-8	2	10
